Screens deposited in PubChem BioAssay by The Scripps Research Institute Molecular Screening Center.
LEDGF integ inh – blocks HIV-1 LEDGF/p75-dependent DNA integration. 370,000 tested, 0.64% active. inhibition, % at 3.7 µM. AID 743269. TR-FRET IN-LEDGF/p75 DNA integration, Eu/Cy5;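 active means inhibition above the screen-wide mean plus 3 SD, cut at about 13% in these data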;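 further: signal is the Cy5 over europium emission ratio at 671 and 618 nm; 0% = plate median of compound wells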
ARFGAP1 inh – rat ARFGAP1 inhibition. Q62848. Arfgap1-stimulated ARF1 GTP hydrolysis, GDP FP detection. inhibition, % at 16.5 µM. 360,000 tested, 0.26% active;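 active means inhibition above a per-plate limit, mean inhibition of low control wells plus 3 SD, cut at about 25% in these data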;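 further: 0% = DMSO wells with enzyme and 100% = wells lacking Arfgap1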
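Assay system: purified rat His6-Arfgap1 residues 1-136 (GAP domain); Reagent: human Δ17 ARF1 bound to GTP; Dosing: 16.5 µM single point, 1.26% DMSO; Times: GTP hydrolysis reaction 2 h at 25 °C; Signal: FP, GDP Alexa 633 tracer displaced from anti-GDP antibody, 620/688 nm; Measure: % inhibition from polarization.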
ASAP1 GAP inh – inhibitors of human ASAP1 ArfGAP activity. Q9ULH1. ASAP1-stimulated ARF1 GTP hydrolysis, GDP FP detection. inhibition, % at 16.5 µM. 360,000 tested, 0.19% active. AID 624377; in the data active means inhibition above about 25%;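 further: 0% = vehicle with enzyme and substrate and 100% = no enzyme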
Tn6 DDE FP – inhibitors of Tn6 peptide binding to human fibrin DD(E); 370,000 tested, 0.21% active; Fibrin DD(E) TRITC-Tn6 fluorescence polarization displacement; inhibition, % at 8.3 µM;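 active means inhibition above a per-campaign cutoff: mean of compounds within control limits plus 3 SD, cut at about 15% in these data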;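 further: 0% = median of all compound wells on the plate and 100% = blocking peptide control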
Target sequence (P02675 whole entry, looked up): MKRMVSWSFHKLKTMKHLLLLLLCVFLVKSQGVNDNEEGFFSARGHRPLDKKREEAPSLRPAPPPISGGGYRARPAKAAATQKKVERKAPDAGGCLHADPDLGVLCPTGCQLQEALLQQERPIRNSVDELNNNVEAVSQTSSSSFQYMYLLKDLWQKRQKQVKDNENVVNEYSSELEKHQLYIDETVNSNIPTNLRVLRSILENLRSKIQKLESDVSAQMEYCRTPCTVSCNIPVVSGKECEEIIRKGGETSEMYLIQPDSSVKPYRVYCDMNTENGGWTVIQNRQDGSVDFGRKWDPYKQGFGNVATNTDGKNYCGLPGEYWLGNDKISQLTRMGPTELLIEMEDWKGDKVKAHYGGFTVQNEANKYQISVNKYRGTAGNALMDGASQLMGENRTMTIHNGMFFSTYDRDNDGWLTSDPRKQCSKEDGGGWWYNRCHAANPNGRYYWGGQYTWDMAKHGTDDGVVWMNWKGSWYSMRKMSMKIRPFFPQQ
PLC-gamma1 inh – inhibitors of human phospholipase C gamma1; purified PLC-gamma1, fluorogenic substrate, fluorescence; inhibition, % at 12.2 µM; 370,000 tested, 0.84% active; in the data active means inhibition above about 9.5%
ADAM17 inh – inhibitors of human ADAM17 | P78536 | recombinant ADAM17, EDANS/DABCYL FRET peptide cleavage | inhibition, % at 6.95 µM | 370,000 tested, 0.83% active;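 active means inhibition above the mean of compounds lying between control limits plus 3 SD, set per campaign, cut at about 8.5% in these data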;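 further: 0% = DMSO-only wells as the low control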
Target sequence (P78536 215-824 limits assumed): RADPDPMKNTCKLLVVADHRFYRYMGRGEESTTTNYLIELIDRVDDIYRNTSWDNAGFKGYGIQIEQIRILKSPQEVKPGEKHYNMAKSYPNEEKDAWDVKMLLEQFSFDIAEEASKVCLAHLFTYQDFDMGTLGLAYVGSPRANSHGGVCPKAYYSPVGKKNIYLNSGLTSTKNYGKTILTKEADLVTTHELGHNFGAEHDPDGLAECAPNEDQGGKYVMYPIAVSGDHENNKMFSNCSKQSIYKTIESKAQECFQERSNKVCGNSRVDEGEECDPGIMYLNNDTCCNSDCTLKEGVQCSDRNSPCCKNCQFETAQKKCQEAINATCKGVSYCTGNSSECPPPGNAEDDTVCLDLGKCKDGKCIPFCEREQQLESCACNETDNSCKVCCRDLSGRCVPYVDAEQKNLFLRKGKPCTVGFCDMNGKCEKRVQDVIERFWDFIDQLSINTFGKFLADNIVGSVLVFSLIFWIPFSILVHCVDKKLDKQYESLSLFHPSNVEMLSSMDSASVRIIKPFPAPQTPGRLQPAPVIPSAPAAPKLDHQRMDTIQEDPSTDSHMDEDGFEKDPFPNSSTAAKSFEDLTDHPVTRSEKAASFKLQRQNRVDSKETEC
ADAM10 inh – inhibitors of human ADAM10 | O14672 | recombinant ADAM10, EDANS/DABCYL FRET peptide cleavage, 3 h | inhibition, % at 7 µM | 370,000 tested, 0.62% active | AID 720582;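 active means inhibition above a per-campaign cutoff equal to the mean of compounds falling between control-based bounds plus 3 SD, cut at about 20% in these data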;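 further: 0% = DMSO wells while the 100% control is not disclosed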
KLK7 zymogen act – proKLK7 (human) activation, primary screen. P49862. purified proKLK7, EDANS-DABCYL substrate fluorescence; 100% is mature enzyme control, 0% vehicle. activation, % at 7 µM. 370,000 tested, 0.9% active;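 active means activation above the mean of all tested compounds plus 3 SD, computed per campaign excluding outliers beyond control limits, cut at about 13% in these data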
TDP2 inh – blocks human TDP2 phosphodiesterase activity; 370,000 tested, 0.34% active; O95551; inhibition, % at 12.8 µM; recombinant TDP2, T5PNP hydrolysis, p-nitrophenol absorbance 415 nm;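 active means inhibition above the mean of all tested compounds plus 3 SD, set per campaign, cut at about 25% in these data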;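 further: 0% = DMSO with enzyme and 100% = buffer with substrate but no TDP2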
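Test system: human TDP2 enzyme; Input: 120 nM TDP2 per well; Buffer or medium: Mg2+-containing Tris-HCl buffer, pH 7.5; Reagent: 5 mM T5PNP; Dosing: 12.8 µM single point, 1% DMSO; Incubation: reaction 2 h, 37 °C; Detection: p-Nitrophenol epi absorbance; Read-out: % inhibition relative to enzyme-containing and enzyme-free wells; Replicates: single well per compound.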
Tn7 DDE FP – inhibitors of Tn7 peptide binding to human fibrin DD(E). inhibition, % at 8.3 µM. 370,000 tested, 0.13% active. P02675. AID 720508. FP displacement of FITC-Tn7 peptide from fibrin DD(E); 0% = median of compound wells per plate;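 active means inhibition above the mean of compounds falling within the control limits plus 3 SD of them, cut at about 14% in these data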;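 further: 0% = plate median of compound wells and 100% = 10 µM Aha-Tn7 peptide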
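Also added: labelled Tn7 tracer, 0.1 µM; Assay system: human fibrin DD(E) protein; Amount: 2 µM fibrin DD(E); Schedule: 10 min compound pre-incubation, 3 h probe incubation at room temperature; Repeats: one replicate per compound; Read-out basis: percent inhibition; Measured by: fluorescence polarization of the labelled Tn7 tracer.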
* = called active by the depositor; i = inactive.

LEDGF integ inh,ARFGAP1 inh,ASAP1 GAP inh,Tn6 DDE FP,PLC-gamma1 inh,ADAM17 inh,ADAM10 inh,molecule,KLK7 zymogen act,TDP2 inh,Tn7 DDE FP
4,-10,-4,-7,-4,-4,5,COc1ccc2nc(NC(=S)NC(=O)c3ccco3)sc2c1,-0.6,-4,5
25*,-3,13,4,7,2,2,O=C(NC1=C(NC2CCS(=O)(=O)C2)C(=O)c2ccccc2C1=O)c1ccccc1 (configuration not stated),-0.6,28*,-1
2,9,4,-2,-3,-3,-1,CCC/C=C/c1ccc(CN2C(CC(C)C)C(=O)N(Cc3cn(CC4CCCCC4)nn3)CCS2(=O)=O)cc1 (configuration not stated),0.0,-9,-9
-3,2,0,3,6,11*,24*,C=CC[C@@H](CC(=O)N[C@H](CO)Cc1ccccc1)C(=O)N[C@H](COC(=O)[C@@H](CC=C)Cc1ccc(F)cc1)Cc1c[nH]c2ccccc12,0.4,-7,-2
-4,-16,1,6,0,-7,-14,Cc1n[nH]c(=O)c2c(NC(=O)CSc3nc4ccccc4c(=O)n3CCCOC(C)C)oc(C)c12,-0.3,0,0
-5,-4,0,2,0,-6,2,C[C@@H]1CN(C(=O)c2nc3ccc(Cl)cn3c2CN[C@H]2CCCCNC2=O)C[C@H](C)O1,-0.2,5,8
-1,7,4,-6,6,-2,-16,CCNC(=O)C1(C)CCCN(C(=O)c2sccc2C)C1 (configuration not stated),-0.5,-2,1
-3,-2,5,-8,1,-3,-1,O=C(NCCC(=O)N1CCc2ccccc21)c1ccccc1Cl,-0.2,10,-1
-6,2,10,2,-34,-111,-280,CCCCNC(=S)N(CCN(CC)CC)Cc1cc2cc3c(cc2[nH]c1=O)OCO3,1.3,-13,-2
4,-1,1,3,-30,4,4,Cc1ccccc1C(=O)N=c1ccn(-c2nc3ccccc3nc2NS(=O)(=O)c2ccccc2)cc1,1.4,-11,-3
1,2,10,-4,2,-7,5,Cc1nn(C(C)C(=O)NCCN2CCCCCC2)c(=O)c2nn(-c3ccccc3)c(C)c12 (configuration not stated),1.4,3,-4
2,1,6,2,-41,-2,8,Cn1c(-c2ccccc2)c(/C=N/NC(=O)c2cccnc2)c2ccccc21,2.0,-10,-5
3,0,4,-1,-1,-4,-2,Cc1oc(-c2ccccc2)[n+]([O-])c1C,-0.7,4,2
2,-2,8,-10,1,3,-1,COC(=O)CS(=O)(=O)c1ccsc1C(=O)Nc1ccc(F)c(F)c1,0.1,-5,-1
0,-12,-3,-1,2,-1,2,O=[N+]([O-])c1cc([N+](=O)[O-])c(Oc2cc(Cl)ccc2Cl)cc1NC1CCCCCCC1,0.5,-2,0

Record cards, as listed above:
COc1ccc2nc(NC(=S)NC(=O)c3ccco3)sc2c1 is entered as LEDGF integ inh: 4; ARFGAP1 inh: -10; ASAP1 GAP inh: -4; Tn6 DDE FP: -7; PLC-gamma1 inh: -4; ADAM17 inh: -4; ADAM10 inh: 5; KLK7 zymogen act: -0.6; TDP2 inh: -4; Tn7 DDE FP: 5
Cc1oc(-c2ccccc2)[n+]([O-])c1C is entered as LEDGF integ inh: 3; ARFGAP1 inh: 0; ASAP1 GAP inh: 4; Tn6 DDE FP: -1; PLC-gamma1 inh: -1; ADAM17 inh: -4; ADAM10 inh: -2; KLK7 zymogen act: -0.7; TDP2 inh: 4; Tn7 DDE FP: 2

Other entries follow.
LEDGF integ inh,ARFGAP1 inh,ASAP1 GAP inh,Tn6 DDE FP,PLC-gamma1 inh,ADAM17 inh,ADAM10 inh,molecule,KLK7 zymogen act,TDP2 inh,Tn7 DDE FP
0,8,-5,-2,0,-6,-11,Cc1c(S(=O)(=O)Nc2cccc(Cl)c2)c(=O)n(C)c(=O)n1C,0.3,4,6
0,2,-7,3,-145,-14,-66,O=S(=O)(c1cccc(C(F)(F)F)c1)N1c2ccccc2-n2cccc2C1c1cccnc1 (configuration not stated),7.5,-5,1
3,11,-1,-3,-1,3,8,CC(=O)c1ccc(NC(=O)CN2C(=O)/C(=C/C(C)=C/c3ccccc3)SC2=S)cc1,0.3,-10,-12
-1,3,-15,-2,6,2,3,COCCNc1nc2nonc2nc1N(C)Cc1ccc(C)cc1,0.2,9,1
-1,7,20,-3,-1,-4,4,O=S(=O)(NCC(c1cccnc1)N1CCN(c2ccccc2)CC1)c1cc(F)ccc1F (configuration not stated),-0.6,-7,-9
-3,5,-13,-4,1,0,2,COc1ccc(C2=C(Nc3ccc(C)cc3)c3ccccc3C2=O)cc1,-0.3,-7,-2
0,16,9,-12,-13,-5,-3,COC(=O)c1cc2c(c3c4cc(F)ccc4n(S(=O)(=O)c4ccc(C)cc4)c13)C(=O)N(Cc1ccccc1OC)C2,-0.6,7,4
1,13,8,-2,1,-3,4,O=S(=O)(c1ccc(F)cc1)N1CCN(c2nc(-c3ccc(F)cc3)cs2)CC1,-0.3,9,5
-2,14,4,6,8,2,2,O=C(CSc1nnc(SCc2ccc(Cl)cc2)s1)N/N=C/c1c[nH]c2ccccc12,0.9,13,2
-9,0,1,-5,2,-1,-4,O=C(CCN1C(=O)/C(=C/c2cccs2)SC1=S)N1CCCCC1,-0.2,-6,3
0,3,1,3,5,-3,-4,COc1cccc(C(=O)Nc2ccc3nc4n(c(=O)c3c2)CCCCC4)c1,0.7,4,0
1,-2,5,2,-2,-2,3,Cn1ccnc1SCc1cc(=O)[nH]c2ccccc12,0.3,10,3
-3,-3,0,0,3,1,9,CCCCCCCCN1C(=O)[C@@H](CC(=O)N2CCN(C(=O)c3ccco3)CC2)C[C@@]2(C(=O)OC)C1=C[C@H](C1CCCC1)O[C@@H]2C,0.1,6,3
1,-1,5,-4,-76,-26,-97,CCCCC[n+]1ccn(-c2nc3ccccc3nc2[N-]S(=O)(=O)c2ccc(C)cc2)c1,-1.1,-2,1
-3,5,6,7,-3,-5,-8,CCN(CC)c1ccc(NC(=O)c2cnc3ccccn3c2=O)c(C)c1,-0.4,5,-2
0,11,-2,-1,-2,-5,1,O=C1CCN(CCCc2ccccc2)CCN1[C@H](CO)Cc1ccccc1,-0.5,-1,0
1,7,4,-1,-1,-1,7,CSc1ncccc1C(=O)N1CCN(C(=O)c2ccccc2)CC1,-0.3,-5,-7
-1,-6,4,0,2,-3,-5,CCOC(=O)C(=CNc1nc2ccc(C(=O)OCC)cc2s1)C(=O)OCC,0.5,8,-4
0,0,-6,-9,1,-3,-4,C/C=C(\C)CN1CCC(Oc2cc(C(=O)NC3CC3)ccc2OC)CC1,-0.5,3,-1
1,11,1,2,3,-1,11,O=[N+]([O-])c1ccc2nc(CCCc3nc4ccc([N+](=O)[O-])cc4[nH]3)[nH]c2c1,0.0,4,4
0,0,3,-4,3,1,-2,CCCNC(=O)COc1ccccc1[N+](=O)[O-],0.5,3,3
-1,4,9,-10,2,0,10,Cc1ccc(C2(C)NC(=O)N(CC(=O)Nc3cc(S(=O)(=O)N(C)C)ccc3C)C2=O)cc1 (configuration not stated),1.3,-12,-3
3,2,-8,-2,1,-2,-1,COc1nc(OC)nc(N2CCC(C(=O)NCc3cccs3)CC2)n1,-0.1,6,0
-7,-10,-3,-3,-16,-4,-6,CCOc1cc(-c2ccc(N)c(OCC)c2)ccc1N,-0.1,-5,1
4,-2,5,-7,-10,1,12,O=C(COC(=O)CCN1C(=O)/C(=C\C=C\c2ccccc2)SC1=S)Nc1cc(F)ccc1F,-0.2,-9,1
1,-11,6,2,1,-4,-4,C[C@H](CO)N1C[C@H](C)[C@@H](CN(C)Cc2ccc(Cl)c(Cl)c2)OCc2cnnn2CCCC1=O,1.4,2,0
-3,0,6,-4,-1,4,6,Cc1ccc(CN2CC(C(=O)Nc3ccc(F)c([N+](=O)[O-])c3)CC2=O)cc1 (configuration not stated),0.3,6,9
-3,5,-3,7,-111,-26,-75,COc1ccc2c(C)c(Cc3ccccc3)c(=O)oc2c1OC,0.0,8,3
4,-6,5,-6,5,-3,6,CCc1ccc2c(c1)c1nnc(NN)nc1n2C,0.5,-11,-6
4,4,7,-8,4,11*,16,O=C(c1cccc(COc2ccc(Cl)cc2Cl)c1)N1CCN(c2ccccn2)CC1,1.1,-9,-9
1,8,-3,-4,1,0,1,CCC(CC)C(=O)NCc1ccc(Cl)cc1,-0.2,2,-9
-1,-10,6,-8,2,-3,5,CN(c1nc(-c2ccc(Br)cc2)cs1)C1CCS(=O)(=O)C1 (configuration not stated),-0.4,10,7
7,-8,-9,-2,-71,i,i,CCOP(=O)(OCC)c1nc(-c2ccccc2)oc1N1CCCCC1,0.7,-25,-1
-1,7,-8,-2,-3,-3,11,CCC(C(=O)NCCN1CCN(C)CC1)n1c(C)c2cnn(-c3ccccc3)c(=O)c2c1C (configuration not stated),0.5,-4,11
-1,-7,15,3,1,-3,-5,CCCN(c1ccccc1C(=O)O)S(=O)(=O)c1ccc2c(c1)n(C)c(=O)n2C,0.3,15,0
3,6,5,1,4,2,1,COC(=O)c1ccc(C23CC4(C2)[C@H](CN(Cc2cccnc2)[C@@H]4c2ccccc2)C3c2ccccc2)cc1 (some centres not stated),0.1,-7,-4
-1,2,20,-5,3,-5,-16,COc1ccc(S(=O)(=O)N(C)C[C@H]2Oc3ccc(NC(=O)CCC(F)(F)F)cc3C(=O)N([C@H](C)CO)C[C@@H]2C)cc1,-0.2,5,-4
5,-1,13,1,4,1,-1,O=C(NNS(=O)(=O)c1ccccc1)c1csc(-c2cccnc2)n1,-0.3,-6,-6
0,-3,4,1,-14,3,7,CCOC(=O)c1[nH]c2ccc(OC)cc2c1NC(=O)c1cccc(OC)c1,-0.2,-1,-5
1,17,14,-2,0,0,5,Cc1cc(C)cc(C(O)c2ncc(-c3ccccc3C(F)(F)F)[nH]2)c1 (configuration not stated),-0.8,-1,-9
1,-4,-3,4,-3,0,-1,CS(=O)(=O)c1ccc(Oc2ccc(-c3nnco3)cc2)c([N+](=O)[O-])c1,0.0,-3,4
2,7,3,7,1,1,4,CN(C(=O)COC(=O)c1ccc(S(=O)(=O)N2CCCCCC2)cc1)c1ccccc1,0.4,-2,4
1,-13,-12,1,-1,-3,-5,CCCCN1C=C(C(=O)c2ccccc2)C(=O)CC1,0.4,9,1
3,3,0,1,1,0,-5,C=C(C)Cn1c(N2CCCC2)nc2c1c(=O)[nH]c(=O)n2C,0.0,11,3
